Screening data: PubChem, Southern Research Specialized Biocontainment Screening Center
M. tuberculosis = growth inhibition of non-replicating M. tuberculosis (AID 488890); Mycobacterium tuberculosis non-replicating, growth inhibition; higher % means a stronger effect; one-dose inhibition, % at 25 µM; IC50 in µM for titrated hits; 0.39% of 320,000 active; in the data active = a potency from the dose series; inconclusive = inhibition mostly from about 82% at the one dose, without a potency; inactive = the rest, 99 in 100 with inhibition below about 76%;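 note: plate controls were DMSO cells for no effect and high antibiotic wells for full effect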
H1N1 NS1A inhibition = NS1A inhibition, H1N1 influenza, cell based functional assay (AID 504329); NS1A functional cell-based assay, percent inhibition; higher % means a stronger effect; inhibition, % at 12.5 µM, or IC50 in µM where a hit was titrated; 0.3% of 340,000 active; in the data active = a potency from the dose series; inconclusive = inhibition above about 27% without an active follow-up result; note: strong numbers were not always called active
PhoP GFP inhibition = PhoP regulon inhibitors, Salmonella typhi PhoP promoter GFP reporter, confirmatory (AID 1850); Salmonella Typhi PhoP-promoter GFP reporter, fluorescence, 4 h; higher % means a stronger effect; inhibition, % at 50 µM, or IC50 in µM where a hit was titrated; 0.33% of 310,000 active; in the data active = a potency from the dose series; inconclusive = inhibition mostly from about 25% at the one dose, without a potency; inactive = the rest, 99 in 100 with inhibition below about 19%;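 note: 0% = induced wells with vehicle and 100% = uninduced wells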
VEEV TC-83 Vero = inhibitors of VEEV TC-83 cytopathic effect, confirmation, Vero cells (AID 588727); Vero cells, VEEV TC-83 cytopathic effect inhibition; higher % means a stronger effect; inhibition, % at 20 µM; hits with a dose series show IC50 in µM; 0.13% of 350,000 active; in the data active = a potency from the dose series; inconclusive = inhibition mostly from about 14% at the one dose, without a potency; inactive = the rest, 99 in 100 with inhibition below about 12%; note: strong numbers were not always called active
H37Rv inhibition = M. tuberculosis growth inhibition, HTS (AID 449762). M. tuberculosis H37Rv growth inhibition, 7H9 media; higher % means a stronger effect. inhibition, % at 25 µM; hits with a dose series show IC50 in µM. 0.59% of 330,000 active; in the data active = a potency from the dose series; inconclusive = inhibition above about 70% without an active follow-up result;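 note: bacterial growth assessed after seven days of incubation; strong numbers were not always called active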
The depositor's hits bear a star; i = inactive; ? = inconclusive; nt = no result given.

No.	Structure	PhoP GFP inhibition	VEEV TC-83 Vero	H37Rv inhibition	H1N1 NS1A inhibition	M. tuberculosis
1	ON=C1c2ccccc2-c2ccccc21	6%	1.1%	36%	-16%	5%
2	O=C(Nc1ccc2oc(-c3ccccc3)nc2c1)c1ccco1	-4%	1.1%	5%	-2%	-16%
3	Cc1ccc(Sc2ccncc2S(N)(=O)=O)cc1	1%	0.1%	7%	-7%	46%
4	COc1cc([N+](=O)[O-])ccc1NC(=O)NN1CCN(C)CC1	-7%	i	-3%	-11%	10%
5	COc1ccc(-c2ccc(=O)n(CC(=O)NCc3ccco3)n2)cc1	3%	1.6%	4%	-10%	8%
6	COc1ccc(NC(=O)N(C)C[C@H]2Oc3ccc(NC(=O)Nc4ccc(C(F)(F)F)cc4)cc3C(=O)N([C@H](C)CO)C[C@@H]2C)cc1	nt	2.1%	3%	-2%	14%
7	CC(C)/C=C/CN1CCC(Oc2ccc(C(=O)N3CCCC3)cc2)CC1	0%	0.6%	2%	0%	-9%
8	O=C(CSc1nccc(=O)[nH]1)Nc1ccc(N2CCOCC2)cc1	-4%	1.7%	-6%	-4%	-6%
9	Cc1ccc(S(=O)(=O)CCC(=O)OCCOc2cccc(Br)c2)cc1	nt	0.9%	-2%	-115%	?
10	COc1ccc(O[C@H]2C=C[C@@H](c3ccccc3)O[C@@H]2CO/N=C/C[C@@H]2C=C[C@H](OC(C)=O)[C@@H](COC(C)=O)O2)cc1	-3%	nt	-7%	nt	5%
11	CC1(C)C=Cc2cc(-c3coc4cc(O)cc(O)c4c3=O)cc(O)c2O1	0%	13%	-1%	5%	11%
12	CN1CCC(CNC(=O)Nc2ccccc2)(c2ccccc2)CC1	7%	0.6%	2%	-1%	-7%
13	Cc1ccccc1C(=O)N1CCC(C(=O)Nc2ccc3c(c2)OCO3)CC1	-3%	1.9%	4%	-1%	13%
14	CC(=O)Nc1ccc(N2C(=O)c3ccc(C(=O)Nc4nnc(SCc5ccc(F)cc5)s4)cc3C2=O)cc1	-10%	0.3%	3%	2%	43%
15	COc1cc(C(C(=O)NCC2CCCO2)N(C(=O)Cn2nnc3ccccc32)c2ccc(C(C)=O)cc2)ccc1O (stereo not drawn)	3%	0.3%	-7%	-6%	-5%
16	COc1ccc(S(=O)(=O)NCc2csc(C)n2)cc1	-7%	2.2%	1%	5%	-3%
17	Cn1nnnc1NCc1c(F)cccc1Cl	-5%	1.0%	0%	-1%	2%
18	O=C(N/N=C/c1cn(-c2ccccc2)nc1-c1ccc(F)cc1)c1ccc2c(c1)OCO2	2%	6.4%	60%	1%	2%
19	Cc1ccc2cc3c(NC(=O)C4CCCO4)nn(CC(C)C)c3nc2c1 (stereo not drawn)	-3%	4.3%	14%	-4%	6%
20	CC(=O)Nc1cccc(NC(=O)c2cccc(S(=O)(=O)N3CCN(Cc4ccccc4)CC3)c2)c1	8%	8.6%	17%	-1%	10%
21	C=CSc1sc(Cl)c(N2CCOCC2)c1[N+](=O)[O-]	17%	6.2%	6%	14%	37%
22	CC(C)C(C(=O)NCC1CCCO1)N(Cc1ccccc1)C(=O)CNS(=O)(=O)c1ccccc1 (stereo not drawn)	-25%	0.8%	3%	0%	-3%
23	CCCC(=O)Nc1cc(Cl)ccc1C	7%	0.6%	1%	5%	18%
24	O=C(NC1CCCCC1)C(=S)NC1CCCCC1	6%	nt	0%	nt	6%
25	CCOc1ccc(NC(=O)CCN2C(=O)C3CCCCC3C2=O)cc1OCC (stereo not drawn)	6%	1.8%	-7%	-6%	-6%
26	O=C(O)CNC(=O)C12CC3CC(CC(Cl)(C3)C1)C2	7%	3.4%	3%	3%	2%
27	O=C(Nc1ccc(F)cc1)C1CCCN(S(=O)(=O)c2ccc(-n3cnnn3)cc2)C1 (stereo not drawn)	7%	0.1%	0%	-5%	0%
28	O=S(=O)(NC1=NCCC1)c1cccc(NS(=O)(=O)c2ccc(OC(F)(F)F)cc2)c1	-2%	0.6%	-9%	24%	-11%
29	CCN(CC)c1ccc(NC(=O)c2ccco2)cc1	9%	1.1%	-1%	-7%	15%
30	Cc1cccc(C)c1Nc1nnc(SCC(=O)c2ccc(Br)s2)s1	-4%	5.8%	9%	1%	1%
31	Cc1ccc(/C=N/Nc2ccc3ccccc3n2)o1	22%	1.3%	1%	7%	12%
32	O=C(Nc1nc(-c2ccccn2)cs1)c1ccc(F)c(S(=O)(=O)N2CCOCC2)c1	nt	7.8%	?	7.9µM*	?
33	O=C(Nc1ccc(F)cc1)c1ccc(CSc2ccc(Cl)cc2)o1	3%	i	-2%	-2%	?
34	C=CCc1ccccc1OCC(=O)OCCNC(=O)c1cccnc1	-11%	i	-7%	7%	12%
35	Cc1ccccc1OCc1nnc(SCc2cc(=O)[nH]c3ccccc23)n1-c1ccccc1	-4%	5.6%	12%	13%	13%
36	CCCn1c(SCC(=O)NCC2CCCO2)nc2c1c(=O)n(C)c(=O)n2C (stereo not drawn)	1%	i	6%	-5%	-9%
37	NC(=O)C1CCN(c2nc(C3CC3)nc3c2nnn3Cc2ccccc2Cl)CC1	-3%	6.2%	2%	4%	16%
38	COc1ccc(-n2c(-c3ccco3)nc3ccccc3c2=O)cc1	3%	0.6%	-10%	-3%	11%
39	O=C(Cc1ccc(Cl)cc1)Nc1ccncc1	6%	i	12%	-7%	34%
40	COC(=O)C(Cc1ccccc1)NC(=O)CNC(=O)c1ccc(Br)o1 (stereo not drawn)	nt	0.2%	-10%	-18%	-14%
41	COCc1cc(CN2CCN(C)CC2)c(O)c2ncccc12	4%	1.7%	4%	4.2µM*	-9%
42	Cc1ccccc1-c1ncc(CN2CCC(CO)(CCCc3ccccc3)CC2)cn1	0%	0.9%	22%	4%	36%
43	Nc1nc2ccccc2n1C(=O)c1ccccc1	-3%	0.8%	?	9%	?
44	COc1ccc(C(CNC(=O)C(C)(C)Oc2ccc(Cl)cc2)N2CCOCC2)cc1 (stereo not drawn)	nt	8.2%	nt	-2%	nt
45	O=C(O)CCNC(=O)/C(=C\C=C\c1ccccc1)NC(=O)c1ccccc1	-12%	1.6%	-10%	-12%	-15%
46	CCOCC(=O)Nc1ncc(S(=O)(=O)c2ccc([N+](=O)[O-])cc2)s1	12%	i	8%	3%	21%
47	Cc1ccc(-c2csc3ncnc(-n4cnc5ccccc54)c23)cc1	6%	i	10%	-1%	36%
48	COc1ccc(S(=O)(=O)NCC(c2ccc(F)cc2)N2CCN(C)CC2)cc1 (stereo not drawn)	-6%	0.8%	-5%	-7%	-8%
49	O=C(c1cc2sccc2n1Cc1ccccc1)N1CCc2ccccc21	-2%	i	-2%	-10%	15%
50	Cc1ccc(C2(c3noc(CN(C)CCO)n3)CCCC2)cc1	-4%	0.8%	10%	7%	0%

From compound 39 to 50, copied from above:
No.	Structure	PhoP GFP inhibition	VEEV TC-83 Vero	H37Rv inhibition	H1N1 NS1A inhibition	M. tuberculosis
39	O=C(Cc1ccc(Cl)cc1)Nc1ccncc1	6%	i	12%	-7%	34%
40	COC(=O)C(Cc1ccccc1)NC(=O)CNC(=O)c1ccc(Br)o1 (stereo not drawn)	nt	0.2%	-10%	-18%	-14%
41	COCc1cc(CN2CCN(C)CC2)c(O)c2ncccc12	4%	1.7%	4%	4.2µM*	-9%
42	Cc1ccccc1-c1ncc(CN2CCC(CO)(CCCc3ccccc3)CC2)cn1	0%	0.9%	22%	4%	36%
43	Nc1nc2ccccc2n1C(=O)c1ccccc1	-3%	0.8%	?	9%	?
44	COc1ccc(C(CNC(=O)C(C)(C)Oc2ccc(Cl)cc2)N2CCOCC2)cc1 (stereo not drawn)	nt	8.2%	nt	-2%	nt
45	O=C(O)CCNC(=O)/C(=C\C=C\c1ccccc1)NC(=O)c1ccccc1	-12%	1.6%	-10%	-12%	-15%
46	CCOCC(=O)Nc1ncc(S(=O)(=O)c2ccc([N+](=O)[O-])cc2)s1	12%	i	8%	3%	21%
47	Cc1ccc(-c2csc3ncnc(-n4cnc5ccccc54)c23)cc1	6%	i	10%	-1%	36%
48	COc1ccc(S(=O)(=O)NCC(c2ccc(F)cc2)N2CCN(C)CC2)cc1 (stereo not drawn)	-6%	0.8%	-5%	-7%	-8%
49	O=C(c1cc2sccc2n1Cc1ccccc1)N1CCc2ccccc21	-2%	i	-2%	-10%	15%
50	Cc1ccc(C2(c3noc(CN(C)CCO)n3)CCCC2)cc1	-4%	0.8%	10%	7%	0%

The listing continues:
No.	Structure	PhoP GFP inhibition	VEEV TC-83 Vero	H37Rv inhibition	H1N1 NS1A inhibition	M. tuberculosis
51	COc1ccc(S(=O)(=O)N2CCC(C(=O)N(C)Cc3ccc(C)o3)CC2)cc1OC	nt	i	-8%	8%	15%
52	Cc1cc(C)n2nc(SCC(=O)N(C)Cc3ccccc3)nc2n1	1%	0.1%	-6%	-7%	-9%
53	COC(=O)c1ccc(NC(=O)C23CC4CC(C2)CC(n2cncn2)(C4)C3)cc1	1%	6.6%	0%	8%	14%
54	O=C(OCC(=O)N1CCN(c2ccccc2)CC1)c1ccncc1	nt	1.9%	2%	-8%	11%
55	Cc1ccccc1NC(=S)NCc1ccccc1	-3%	0.3%	15%	-1%	1%
56	Cc1cc(C)c2c(c1)/C(=N\N=c1\sc3ccccc3n1C)C(=O)N2	3%	0.7%	7%	1%	8%
57	COc1ccc(-c2nc(C#N)c(NCCc3ccccc3)o2)cc1	-2%	1.0%	-21%	-2%	-3%
58	O=C(c1ccc(N2C(=O)C3CC=C(Cl)CC3C2=O)cc1)N1CCCCC1 (stereo not drawn)	-1%	0.4%	-9%	8%	5%
59	CCOc1ccccc1-c1nc(-c2ccncc2)no1	-19%	4.0%	3%	1%	15%
60	O=C(O)c1cc(-c2ccc(/C=c3\sc4nc5ccc(Br)cc5n4c3=O)o2)ccc1Cl	-19%	nt	1%	nt	22%
61	COc1ccc(C(=O)N/C(=C\c2cccs2)c2nc3ccccc3[nH]2)cc1OC	-3%	0.9%	-1%	-7%	20%
62	CC(C)C(=O)N1CCN(c2ccccc2NC(=S)NC(=O)c2cccs2)CC1	5%	9.1%	-1%	2%	17%
63	CCN(CC)S(=O)(=O)c1ccc(Cl)c(C(=O)NCc2ccco2)c1	2%	0.2%	10%	3%	9%
64	CC12CC[C@H]3[C@@H](CCC4(O)C[C@H](O)CCC34/C=N/NC(=O)c3ccccc3F)C1(O)CCC2C1=CC(=O)OC1 (stereo partly drawn)	1%	8.5%	-8%	-14%	0%
65	Cc1ccc(N2C(=O)C3C(C2=O)C2C=CC3C23CC3)cc1 (stereo not drawn)	12%	2.0%	-1%	0%	3%
66	CC(c1nnc(SCC(=O)Nc2sccc2C#N)n1-c1ccc(Cl)cc1)N(C)C (stereo not drawn)	3%	0.7%	-1%	7%	20%
67	Cc1cccc(C(=O)Nc2nnc(C3=COCCO3)o2)c1	11%	1.2%	?	-3%	?
68	COc1ccc(Cc2nnc(SCC(=O)Nc3c(C)cccc3C)[nH]c2=O)cc1	0%	0.1%	-7%	-13%	0%
69	O=C(CN1C(=O)NC(Cc2ccccc2)C1=O)Nc1ccc(OC(F)(F)F)cc1 (stereo not drawn)	nt	1.8%	2%	-6%	23%
70	Cc1cc(/C=N/NC(=O)c2ccc(O)cc2)c(C)n1CC(C)C	-5%	0.6%	-2%	18%	49%
71	Cc1ccc2nc(Cl)c(C3CC(c4ccco4)=NN3S(C)(=O)=O)cc2c1 (stereo not drawn)	12%	0.1%	3%	-11%	10%
72	O=C(NC(=S)N1CCN(CCO)CC1)C12CC3CC(CC(C3)C1)C2	-10%	0.5%	3%	-4%	-2%
73	O=c1c(-c2cccc(Cl)c2)c[nH]n1-c1ccccc1	-4%	0.2%	4%	-1%	2%
74	O=C(Nc1cccc(C(=O)N2CCCCC2)c1)c1ccccc1	nt	0.1%	nt	-12%	nt
